TbPYK inhibitor – blocks Trypanosoma brucei pyruvate kinase. Q57TT1. TbPYK enzyme, Kinase-Glo Plus ATP luminescence, 45 min. Potency, µM (highest dose often 76.8 µM), inactives show at the highest dose activity, negative = inhibition, most hits filed as inhibitors. actives 0.12% (n = 410,000). AID 624173; further: potency means the concentration at half of the fitted maximal effect; on the % scale 0 is the no-effect control and ±100 the full control effect; nearly all actives have a fitted effect of over 50% in size
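ADP (130 uM final) triggers the TbPYK reaction after compound addition; incubation is 45 min at room temperature. Kinase-Glo Plus is then added and luminescence imaged. Normalized data are fitted to concentration-effect curves.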
Shiga inhibitor – blocks Shiga toxin action in Vero cells; Vero cells, Shiga toxin protein synthesis inhibition reporter; inhibition, % at 38.7 µM; actives 9.2% (n = 290,000); AID 2315; in the data active means inhibition mostly above about 28%, no sharp cut-off; inactive means mostly below about 43%; further: 0% is about no effect
AMA1 RON2 block – AMA1-RON2 (P. falciparum) interaction inhibition; Potency, µM (highest dose often 58.2 µM), inactives show top-dose activity change, negative = inhibition, usual class: inhibitors; AlphaScreen AMA1-biotinylated RON2 peptide binding; AID 720542; actives 0.2% (n = 360,000);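 further: potency means the concentration at half of the fitted maximal effect; 0% = vehicle wells and -100% = peptide control; nearly all actives have a fitted effect of over 45% in size; some results filed as inactive show a strong effect at the top dose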
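AMA1 (3D7) with his tag at 25 nM final met compounds first, then biotinylated RON2 peptide at 25 nM; detection used donor plus acceptor beads, 10 µg/mL apiece, read by AlphaScreen after 30 min at room temperature.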
Pf growth 48h – P. falciparum growth inhibition at 48 hours (one generation); actives 5.9% (n = 310,000); P. falciparum luciferase growth in erythrocytes, 48 h; Potency, µM (titrated, usually from 28.7 µM), inactives show at the highest dose activity change, negative = inhibition, actives largely listed as inhibitors; further: potency means the concentration at half of the fitted maximal effect; on the % scale 0 is the no-effect control and ±100 the full control effect
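Luciferase-expressing parasites in RBCs, 2% Hct / 0.1% parasitemia final; RPMI 1640 + 0.5% Albumax; 37 C, 5% CO2, one generation; luminescence read-out, lower signal = inhibition.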
Cycloheximide cs – counter-screen hit for Shiga toxin inhibitors, cycloheximide; max response, %; cell reporter, cycloheximide protein synthesis inhibition counterscreen; actives 12% (n = 300,000); in the data active means max response mostly above about 13%, no sharp cut-off; inactive means mostly below about 14%; further: read at 38.3 µM for the half of the compounds with a filed dose; 0% is about no effect
LmPK inh – LmPK (Leishmania mexicana) enzyme inhibition; Q27686; Potency, µM (series often up to 57.5 µM), inactives show at the highest dose activity change, negative = inhibition, hits mostly inhibitors; actives 0.37% (n = 290,000); purified LmPK, Kinase-Glo ATP luminescence, 1 h; further: potency means the concentration at half of the fitted maximal effect; on the % scale 0 is the no-effect control and ±100 the full control effect
Target sequence (Q27686 whole entry, looked up): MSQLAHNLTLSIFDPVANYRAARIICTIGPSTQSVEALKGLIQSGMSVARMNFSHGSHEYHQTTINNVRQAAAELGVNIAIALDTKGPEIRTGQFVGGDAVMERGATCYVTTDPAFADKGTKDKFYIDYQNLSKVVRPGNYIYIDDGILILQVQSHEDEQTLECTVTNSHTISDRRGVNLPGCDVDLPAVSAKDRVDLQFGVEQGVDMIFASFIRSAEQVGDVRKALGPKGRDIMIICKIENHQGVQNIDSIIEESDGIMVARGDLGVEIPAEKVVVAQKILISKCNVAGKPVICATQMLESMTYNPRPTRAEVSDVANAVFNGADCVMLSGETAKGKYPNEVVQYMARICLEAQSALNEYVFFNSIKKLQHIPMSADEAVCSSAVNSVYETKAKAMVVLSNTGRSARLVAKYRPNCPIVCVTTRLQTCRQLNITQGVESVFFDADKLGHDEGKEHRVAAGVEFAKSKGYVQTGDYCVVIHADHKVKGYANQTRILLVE
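Purified LmPK (0.1 nM) with 0.5 mM PEP and 0.1 mM ADP in imidazole buffer pH 7.2 with MgCl2/KCl, 1 h at room temperature. ATP formed was read by luciferase luminescence and normalized to no-enzyme and uninhibited controls.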
Pf growth 96h – P. falciparum growth inhibition at 96 hour, primary screen for plastid delayed-death inhibitors; actives 6.9% (n = 320,000); P. falciparum luciferase reporter growth, 96 h; Potency, µM (series often up to 28.7 µM), without a hit: at the top dose activity change, negative = inhibition, hits mostly inhibitors; AID 504834; further: potency means the concentration at half of the fitted maximal effect; on the % scale 0 is the no-effect control and ±100 the full control effect
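Delayed-death screen, second-generation endpoint: infected erythrocytes, 2% hematocrit, 0.05% parasitemia final; 96 hours at 37 C, 5% CO2; luciferase detection reagent; luminescence decrease equals reduced growth.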
* hit, by the source's call; ? = inconclusive; nt = not tested or not shown; & = joins results of further samples; [ ] = dose if it differs, or a comment. Unless noted, the call rests on the fitted dose curve; in most records, active means well fitted curve in the direction sought with a large enough effect; inconclusive means small, poorly fitted or top-dose-only effect, or another doubt; inactive means no such curve, though single readings can be large; an effect the other way counts as inactive or inconclusive.

SMILES	TbPYK inhibitor	Shiga inhibitor	AMA1 RON2 block	Pf growth 48h	Cycloheximide cs	LmPK inh	Pf growth 96h
O=C(CN1C(=O)c2ccccc2S1(=O)=O)c1ccc2c(c1)OCCO2	-1%	-20	3%	?	-5	2%	-19%
CCCCCc1ccc(-c2cn(Cc3ccc4ccccc4c3)nn2)cc1	4%	-7	40%[activator]	42%[activator]	-3	7%	-14%
COC(=O)C(C)N1C(=O)S/C(=C/c2cc(C)n(-c3ccccn3)c2C)C1=O (centres undefined)	-1%	57	-15%	nt	50*	-5%	2%
CCOc1ccc(N=CNc2ccc(OCC)cc2)cc1	0%	20	-11%	-2%	1	0%	?
CCSc1nnc(NC(=O)CN2C(=O)NC3(CCCC3)C2=O)s1	5%	nt	-7%	6%	nt	nt	19%
COc1ccc(COC(=O)C2CCN(S(=O)(=O)c3cccs3)CC2)cc1	2%	nt	7%	-28%	nt	nt	-6%
O=C(COC(=O)CNC(=O)c1sc2ccccc2c1Cl)Nc1cc(Cl)cc(Cl)c1	3%	0	0%	11%[5.75 µM]	0	-1%	74%[activator]
C[C@@H]1CCC[C@]2(O[C@H](CCO)C[C@H](O)[C@H]2O)O1	3%	-2	26%	0%	7	2%	-27%
COc1ccc(C)cc1Nc1n[n+](-c2ccccc2)c(-c2ccc(C(=O)O)cc2)s1	-13%	-4	-23%	18%	-4	-2%	2.3µM*
O=C(COc1ccc2ccccc2c1Br)Nc1ccncc1	1%	74*	18%	-9%	28*	-8%	32%[activator]
COCCNC(=O)CS(=O)Cc1nc(-c2ccc(Cl)cc2)oc1C (centres undefined)	-7%	-12	0%	nt	7	-1%	3%
Cc1cccc2sc(NNC(=O)c3ccc(S(=O)(=O)N4CCc5ccccc5C4)cc3)nc12	?	8	36%[activator]	?	7	-2%	5.2µM*
Cc1ccc(-n2c(C)cc(C(=O)COC(=O)c3ccc[nH]c3=O)c2C)cc1C	-2%	67*	2%[11.6 µM]	-26%	27*	1%	?
O=S(=O)(c1ccccc1)n1ccc2ccccc21	1%	-20	34%[activator]	?	5	5%	?
COc1ccc(C2C(C#N)=C(N)OC3=C2C(=O)CC(C)(C)C3)cc1Cn1cc([N+](=O)[O-])cn1 (centres undefined)	2%	-9	6%	-22%	-1	3%	1%
CCn1ncc(/C=N/NC(=O)c2cc(Cl)ccc2OC)c1C	0%	-3	18%	9%	-2	-5%	-5%
CCOC(=O)COc1ccc(S(=O)(=O)NCCC2=CCCCC2)cc1	4%	18	8%	3%	-2	-12%	nt
N#Cc1ccc(CNc2cnccn2)cc1	28%	21	13%	0%	-5	2%	-2%
O=C1NN=C(c2ccc(Br)cc2)CC1c1ccc(Cl)cc1 (centres undefined)	-3%	-10	7%	-25%	2	5%	-7%
CCCc1cc(=O)oc2cc(OC(C)C(=O)NCC3CCC(C(=O)O)CC3)c(Cl)cc12 (centres undefined)	-4%	-3	5%	2%	-4	-9%	-22%
Cc1nc2c3cc(F)ccc3n(Cc3ccccc3F)c2s1	-6%	9	?	-1%	1	2%	-3%
Cc1cc(NC(=O)CCCN2C(=O)/C(=C\c3cccs3)SC2=S)no1	0%	5	8%	-3%	-3	-1%	0%
CCOC(=O)N1CCN(CC(O)COc2ccccc2[N+](=O)[O-])CC1 (centres undefined)	4%	18	5%	7%	11*	-3%	?
Cc1nn(CC(=O)c2ccccc2)c(=O)c2nn(-c3ccccc3F)c(C)c12	-9%	-5	-10%	1%	-3	2%	?
N#CCCn1cc(C(=O)N2CCCCC2)c(-c2cccc([N+](=O)[O-])c2)n1	-3%	-8	9%	-4%	-4	-3%	-29%

(list continues)
SMILES	TbPYK inhibitor	Shiga inhibitor	AMA1 RON2 block	Pf growth 48h	Cycloheximide cs	LmPK inh	Pf growth 96h
O=C(NCc1ccco1)C(Cc1ccccc1)NS(=O)(=O)c1cccc2nsnc12 (centres undefined)	-5%	-3	2%	?	0	0%	?
Cc1sc2nc(SCC(=O)Nc3ccc(S(=O)(=O)NCCCC(=O)O)cc3)[nH]c(=O)c2c1C	-3%	-12	8%	-8%	-3	-16%	?
CCN1C(=O)N[C@@H](c2cccc(F)c2)C(C(C)=O)=C1C	6%	nt	10%	nt	nt	3%[11.5 µM]	nt
CCOC(=O)N1CCN(C(=O)CN(Cc2ccccc2)S(=O)(=O)c2ccc(OC)c(C)c2)CC1	-10%	3	-8%	?	-1	5%	nt
Cc1cc(C)n2nc(SCC#N)nc2n1	-10%	21	2%	4%	-4	2%	9%
CC(=O)Nc1ccccc1C(=O)OCc1ccc(C(=O)c2ccccc2)cc1	-4%	36	14%	31%[activator]	24*	-5%	77%[activator]
COc1cccc(CNC(=O)c2ccc(S(=O)(=O)N3CCCC3)cc2)c1	-6%	-19	-10%	-8%	-1	-1%	nt
COc1ccc(CCNC(=O)Cn2c(=O)n(-c3cc(F)ccc3F)c(=O)c3sccc32)cc1OC	1%	-8	-9%	-4%	-2	-2%	14%
CCN(CC(=O)Nc1c(F)cccc1F)C(=O)CN(C)S(=O)(=O)c1ccc(F)cc1	6%	nt	7%	?	nt	nt	26%
CCCn1nnc(NC(=O)c2ccc(OC)cc2)n1	3%	43	10%	nt	37*	-17%	168%[activator]
CCCCCCC(=O)NC(Nc1ccc(S(N)(=O)=O)cc1)C(Cl)(Cl)Cl (centres undefined)	-8%	19	-8%	-7%	-3	-2%	-15%
CC1CC2(CC(C)(C(=O)CSc3n[nH]c(-c4ccccc4Cl)n3)OC2=O)C(=O)O1 (centres undefined)	-29%	-15	56%[activator]	-2%	6	-6%	28%
Cc1ccccc1N(CC(=O)N1CCN(c2ccccc2)CC1)S(C)(=O)=O	-10%	-19	-13%	-6%	7	11%	nt
O=C1CCC([N+](=O)[O-])C(c2ccccc2F)N1 (centres undefined)	-15%	-6	10%	16%	-3	-3%	6%
O=C1CCN(CCCc2ccccc2)CCN1[C@H](CO)Cc1ccccc1	-3%	11	0%	8%	-2	-2%	-24%
Cc1nn(S(=O)(=O)N2CCOCC2)c(C)c1Br	-4%	13	-5%	-10%	-5	0%	23%
Cc1ncc(CO)c2cc(C(=O)Nc3cccc(F)c3)c(=Nc3cccc(C(N)=O)c3)oc12	-3%	29	-4%	21%	6	0%	0%
COc1cccc(NC(=O)CSc2nnc(-c3cccnc3)o2)c1	0%	nt	8%	27%	nt	nt	58%[activator]
CC1CCC(C(=O)NC(C(=O)NCCN2CCC(C)CC2)C(C)C)CC1 (centres undefined)	-2%	-5	0%	-2%	-3	0%	58%[activator]
CC(C)(C)NS(=O)(=O)c1ccc(NC(=O)C2CCCO2)cc1 (centres undefined)	-11%	-21	-2%	?	-4	-1%	?
O=C(C1CCCO1)N1CCc2ccccc21 (centres undefined)	-2%	-4	-7%	-1%	11	1%	?
COc1cc(S(=O)(=O)Nc2c(C)nn(C)c2C)ccc1NC(C)=O	2%	nt	15%	18%	nt	nt	8%
COc1ccc(O)c(/C=C2/SC(=S)N(Cc3ccccc3)C2=O)c1	?	12	4%	?	4	0%	35%[activator]
COc1cc(CN2CCN(CC3CC3)CC2CCO)cc(OC)c1 (centres undefined)	-6%	8	6%	-1%	-1	7%	?
COc1ccc(CC(=O)Nc2nc(-c3ccncc3)cs2)cc1	-1%	-13	-10%	?	5	-5%	13µM*

Quoted at random: 6 entries already listed, in no set order.
SMILES	TbPYK inhibitor	Shiga inhibitor	AMA1 RON2 block	Pf growth 48h	Cycloheximide cs	LmPK inh	Pf growth 96h
O=C(CN1C(=O)c2ccccc2S1(=O)=O)c1ccc2c(c1)OCCO2	-1%	-20	3%	?	-5	2%	-19%
Cc1cccc2sc(NNC(=O)c3ccc(S(=O)(=O)N4CCc5ccccc5C4)cc3)nc12	?	8	36%[activator]	?	7	-2%	5.2µM*
COc1ccc(C2C(C#N)=C(N)OC3=C2C(=O)CC(C)(C)C3)cc1Cn1cc([N+](=O)[O-])cn1 (centres undefined)	2%	-9	6%	-22%	-1	3%	1%
O=C(COC(=O)CNC(=O)c1sc2ccccc2c1Cl)Nc1cc(Cl)cc(Cl)c1	3%	0	0%	11%[5.75 µM]	0	-1%	74%[activator]
Cc1nn(CC(=O)c2ccccc2)c(=O)c2nn(-c3ccccc3F)c(C)c12	-9%	-5	-10%	1%	-3	2%	?
COc1cc(CN2CCN(CC3CC3)CC2CCO)cc(OC)c1 (centres undefined)	-6%	8	6%	-1%	-1	7%	?

(continued)
SMILES	TbPYK inhibitor	Shiga inhibitor	AMA1 RON2 block	Pf growth 48h	Cycloheximide cs	LmPK inh	Pf growth 96h
C=CCOc1ccc(/C=C2\SC(N)=NC2=O)cc1OC	-8%	16	-7%	-29%	0	-8%	-7%
COc1ccc(C(=O)N/N=C(\C)CC(=O)Nc2ccc3c(c2)OCO3)cc1	-5%	55*	67%[activator]	-1%	37*	-7%	14%
CC(=O)Nc1ccc(NC(=O)COC(=O)c2c(C)nn(-c3ccccc3)c2C)cc1	-3%	2	-8%	-24%	-1	2%	?
COc1cc(OC)c(NC(=O)CCNS(=O)(=O)c2ccc3c(c2)oc(=O)n3C)cc1Cl	-3%&-9%	-4	-9%	231%[activator]	-4	11%	-23%
O=C(O)c1cccc(N2C(=O)c3ccc(Oc4ccc(Cl)cc4)cc3C2=O)c1	4%	26	-3%	-4%	20*	-6%	9%
Cc1ccc(NC(=O)CCC(=O)c2ccc(Br)cc2)cc1	-1%	-5	-10%	35%[activator]	-1	-3%	37%[activator]
CCOC(=O)C1(CCCCCCOc2ccc(Cl)cc2)CO1 (centres undefined)	nt	24	nt	nt	15	1%	nt
Cc1ccccc1N1C(=O)c2ccccc2C1Nc1cccnc1 (centres undefined)	5%	-2	5%	nt	-6	0%	?
COc1ccc(/C(C#N)=C/c2c(-c3ccc(Cl)cc3)nc3c(C)cccn23)cc1	-10%	-18	10%	?	-2	2%	?
O=S(=O)(NCc1csc(-c2cccnc2)n1)c1ccc(F)cc1	-9%	-5	16%	6%	-2	-3%	34%[activator]
CC(C)Cn1nc(NC(=O)C2CCCO2)c2cc3ccccc3nc21 (centres undefined)	-7%	6	45%[activator]	?	-1	-1%	?
Cc1cc(/C=C2/NC(=O)NC2=O)c(C)n1-c1cccnc1	1%	44	-9%	8%	8	-4%	33%[activator]
COc1ccc(C(=O)NCC(=O)N/N=C/c2cccc(OC(=O)c3ccco3)c2)cc1OC	0%	43	2%	-4%	33*	-12%	-14%
CCOC(=O)c1csc(-c2sccc2Br)n1	-22%	54*	11%	488%[activator]	51*	16µM*	171%[activator]
CO/N=C/c1cn(-c2ccc(Cl)cc2)nn1	-2%	36	10%	nt	24*	-3%	56%[activator]
Cc1ccccc1OC(C)C(=O)Nc1cccnc1 (centres undefined)	1%	-13	6%	11%	5	-8%	-19%
CC(C)OC(=O)CC12CN(C)CC(CC(=O)OC(C)C)(CN(C)C1)C2=O	4%	40	-20%	34%[activator]	35*	-1%	?
CNC(=O)c1[nH]cnc1C(=O)NCC(=O)OCc1ccccc1	-13%	26	80%[activator]	57%[activator]	-2	-8%	63%[activator]
CC1CC(C)CN(C(=O)c2ccc(Br)c(S(=O)(=O)N3CCOCC3)c2)C1 (centres undefined)	-2%	nt	3%	?	nt	nt	?
COc1cc(C=O)c(Br)cc1OCC(=O)NCc1ccccc1	-13%	-15	7%	0%	-2	2%	12µM*

Bioassay records (PubChem)
